Compound activity: PubChem BioAssay, several laboratories
Fh CTSL1 inh = blocks F. hepatica cathepsin L1 in PFM18AAP counter-screen. AID 1906. recombinant F. hepatica cathepsin L1, Z-Leu-Arg-MCA fluorescence. inhibition, % at 5.96 µM. 0.49% of 300,000 active;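 active = inhibition above the mean of all tested compounds plus 3 SD, set per screening campaign, cut at about 17% in these data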;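 note: 0% = plate median of test compound wells and 100% = 1 µM Z-Phe-Ala-diazomethylketone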
HCV core dimer = blocks dimerization of HCV core protein | TR-FRET GST/Flag-core106 dimerization, 1536-well | inhibition, % at 5 µM | 0.33% of 300,000 active;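 active = inhibition above the mean of all tested compounds plus 3 SD, set per screening campaign, cut at about 45% in these data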
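Assay system: tagged HCV core106 pair (GST and Flag); medium: KF-containing HEPES buffer, pH 7.45, DTT, CHAPS, BSA; also added: Eu donor and XL665 acceptor anti-tag antibodies; dosing: 5 µM single dose; timing: compound-protein-antibody incubation 4 h at 22.5 °C; signal: TR-FRET 671 and 617 nm emission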
PREPL inhibitor = inhibitors of human prolyl oligopeptidase-like enzyme PREPL; 0.68% of 320,000 active; recombinant PREPL, fluorescence polarization activity-based probe; AID 2751; Q4J6C6; inhibition, % at 5.96 µM; in the data active = inhibition above about 43%;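 note: 0% = enzyme with DMSO and 100% = wells lacking enzyme; many of its hits are not listed in these tables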
TPT1 inh = C. albicans TPT1 enzyme inhibition. recombinant caTPT1, FP RNA substrate dephosphorylation. inhibition, % at 5 µM. 0.81% of 300,000 active;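 active = inhibition above the mean of all tested compounds plus 3 SD, set per screening campaign, cut at about 24% in these data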;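 note: plate controls were DMSO alone for no effect and ferristatin control at 100 nM for full effect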
EBNA-1 inhibitor = blocks EBNA-1 binding to DNA | EBNA-1 DNA binding, fluorescence polarization | inhibition, % at 14.8 µM | 0.34% of 300,000 active | AID 1950; in the data active = inhibition above about 28%
PP5 primary = inhibitors of human protein phosphatase 5 (PP5); P53041; purified PP5c, OMFP substrate fluorescence; inhibition, % at 6.7 µM; 0.18% of 320,000 active; AID 1987;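 active = inhibition above the campaign's mean inhibition across all tested compounds plus 3 SD, cut at about 9.5% in these data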;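 note: 0% = DMSO only and 100% = 100 µM cantharidin control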
Target sequence (P53041 whole entry, looked up): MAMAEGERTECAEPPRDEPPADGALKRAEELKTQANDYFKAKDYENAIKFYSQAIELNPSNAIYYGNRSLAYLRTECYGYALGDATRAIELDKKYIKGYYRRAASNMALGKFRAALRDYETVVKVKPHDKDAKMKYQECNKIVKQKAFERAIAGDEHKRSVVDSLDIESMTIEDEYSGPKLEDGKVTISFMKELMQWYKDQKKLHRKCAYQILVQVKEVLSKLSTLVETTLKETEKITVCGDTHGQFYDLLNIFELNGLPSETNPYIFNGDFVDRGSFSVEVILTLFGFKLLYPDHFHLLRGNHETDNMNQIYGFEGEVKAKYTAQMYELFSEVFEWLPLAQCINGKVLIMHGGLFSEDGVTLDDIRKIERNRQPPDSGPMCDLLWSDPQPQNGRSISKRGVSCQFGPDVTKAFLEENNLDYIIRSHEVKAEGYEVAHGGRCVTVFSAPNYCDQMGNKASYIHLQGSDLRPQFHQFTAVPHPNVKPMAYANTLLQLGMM
Efflux pump inh = antifungal efflux pump inhibition, Nile Red retention; S. cerevisiae Candida pump triplex; inhibition, % at 10 µM; 0.44% of 330,000 active;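 active = plate passing quality check with inhibition over a set limit, or well fluorescence over plate mean plus 4 SD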;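 note: Nile Red retained in pooled yeast measured as flow cytometry median fluorescence; 0% = buffer negative control and 100% = Enniatin B positive control; higher means more Nile Red kept so more efflux inhibition; some compounds called inactive have numbers as strong as hits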
ZTA counter = counter-screen for EBNA-1 inhibitors: inhibitors of Epstein-Barr virus ZTA. 0.15% of 320,000 active. inhibition, % at 11 µM. ZTA-DNA binding, fluorescence polarization; in the data active = inhibition above about 33%
Target sequence (P03206 whole entry, looked up): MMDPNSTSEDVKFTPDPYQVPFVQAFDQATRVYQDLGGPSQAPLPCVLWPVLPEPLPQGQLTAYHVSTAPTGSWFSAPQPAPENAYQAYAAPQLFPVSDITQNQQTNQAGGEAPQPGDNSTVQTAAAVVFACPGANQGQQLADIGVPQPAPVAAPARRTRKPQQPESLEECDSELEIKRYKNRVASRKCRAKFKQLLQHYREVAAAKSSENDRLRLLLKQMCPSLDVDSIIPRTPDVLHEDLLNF
PP1 inh = blocks human PP1-alpha phosphatase, a PP5 counter-screen; purified PP1alpha, OMFP fluorescence; inhibition, % at 6.7 µM; 0.9% of 320,000 active; P62136;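 active = inhibition above the mean inhibition of all tested compounds plus 3 SD, computed separately for each screening campaign, cut at about 15% in these data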
Target sequence (P62136 whole entry, looked up): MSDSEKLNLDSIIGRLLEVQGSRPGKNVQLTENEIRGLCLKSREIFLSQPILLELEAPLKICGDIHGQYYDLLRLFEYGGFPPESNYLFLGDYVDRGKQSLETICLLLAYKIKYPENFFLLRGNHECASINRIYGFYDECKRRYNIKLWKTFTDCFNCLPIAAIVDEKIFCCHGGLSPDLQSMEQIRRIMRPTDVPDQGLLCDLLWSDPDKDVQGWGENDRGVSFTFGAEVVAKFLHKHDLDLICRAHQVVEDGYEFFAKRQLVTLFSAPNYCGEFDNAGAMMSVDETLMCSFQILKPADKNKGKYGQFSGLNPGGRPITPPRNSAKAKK
An asterisk follows results filed as active; nt = not tested or not shown. This is a subset; count on the stated rates, not on these rows.

SMILES | Fh CTSL1 inh | HCV core dimer | PREPL inhibitor | TPT1 inh | EBNA-1 inhibitor | PP5 primary | Efflux pump inh | ZTA counter | PP1 inh
COC/C=C/C1=CC2=CC(=O)C(C)(OC(=O)c3cnc4ccccc4n3)C(=O)C2=CN1C1CC1 (stereo not given) | -8 | -7 | 12 | 1 | -4 | -3.6 | 0.4 | -2 | 0
COC(=O)C(O)(CC(=O)Nc1ccc(OC(F)(F)F)cc1)C(F)(F)F (stereo not given) | -2 | 2 | -2 | 0 | -1 | -0.6 | 0.0 | 4 | -6
Cc1ccc(COc2ccccc2C(=S)N2CCCC2)cc1 | 1 | 7 | 0 | -1 | 1 | 2.3 | -0.2 | -2 | -2
COCCCN1CN(Cc2ccco2)CNC1=S | 0 | 0 | -9 | -4 | 4 | -2.5 | 0.1 | 7 | -4
COc1ccc(NC(=O)CNC(=O)Cn2c(C)cc3ccccc3c2=O)c(OC)c1 | -8 | -1 | -9 | 0 | -4 | 0.0 | 0.1 | -3 | 0
O=C(Nc1ccccc1)c1ccc(F)cc1F | 0 | -15 | 20 | -2 | 9 | 0.3 | -0.2 | -11 | -3
Cc1ccc(S(=O)(=O)Oc2cccc(N3C(=O)C4CC=CCC4C3=O)c2)cc1 (stereo not given) | -4 | -1 | 12 | -4 | 7 | 1.4 | -0.1 | 3 | 2
Cc1cccc(-c2nc(=S)c3c(n2Cc2ccco2)CCCC3)c1 | 7 | 64* | 4 | 3 | 10 | 0.5 | 0.4 | 14 | -4
CCCCN(CC)S(=O)(=O)c1ccc(C(=O)N=c2sc3cc(NC(C)=O)ccc3n2C)cc1 | 1 | 5 | -1 | -2 | 6 | 2.8 | -0.4 | -2 | 2
Cc1ccc(-c2ccc(=O)n(CC(=O)NCc3ccco3)n2)cc1 | -1 | 2 | -23 | 4 | 15 | -2.9 | -0.1 | 8 | -1
COCCSc1ccccc1C(=O)Nc1cc(C)cc(C)c1 | -1 | -2 | 6 | 2 | -6 | 0.4 | 0.2 | 14 | -4
CC(C)CN(CCNC(=O)CN1C(=O)CSc2ccc(S(=O)(=O)N3CCOCC3)cc21)CC(C)C | -4 | -4 | 2 | 0 | -6 | -0.9 | 0.2 | -2 | 3
CCc1ccccc1NC(=O)CSc1nnc(Cn2cnc3ccccc32)o1 | -3 | -3 | -4 | 2 | -10 | 4.8 | 0.1 | 12 | 6
NC(=S)Nc1nc2ccccc2s1 | 0 | 3 | 3 | 0 | 6 | 0.3 | 0.0 | 26 | -4
O=C(NCc1ccccc1)N(Cc1nc2ccccc2c(=O)[nH]1)C1CCCC1 | 4 | 4 | 11 | -1 | -4 | 2.2 | 0.2 | 9 | 0
CCc1onc(C)c1C(=O)O | -1 | 8 | 0 | 4 | 5 | 0.8 | -0.1 | 19 | -3
Cc1cc(C)n(CCC(=O)N/N=C/c2ccc(Cl)c([N+](=O)[O-])c2)n1 | 6 | 0 | 9 | 0 | -9 | -0.2 | 0.1 | -16 | -2
O=C(CSc1nncs1)Nc1ccc2[nH]c(=O)[nH]c2c1 | -3 | 2 | 14 | 2 | -2 | 0.1 | 0.1 | 3 | -6
CCOc1[nH]n(-c2ccccc2)c(=O)c1C=Nc1ccc(C(=O)OC)cc1 | 7 | -7 | 21 | -1 | -6 | -1.2 | -0.1 | -9 | -4
CCN(CC)C(=O)C(Sc1nnnn1-c1ccc(O)cc1)c1ccccc1 (stereo not given) | 2 | 5 | -7 | 0 | 4 | 3.3 | 0.0 | -5 | 3

Looked up above.
For Efflux pump inh, COCCCN1CN(Cc2ccco2)CNC1=S shows 0.1
For PP1 inh, CCCCN(CC)S(=O)(=O)c1ccc(C(=O)N=c2sc3cc(NC(C)=O)ccc3n2C)cc1 shows 2
For EBNA-1 inhibitor, Cc1cc(C)n(CCC(=O)N/N=C/c2ccc(Cl)c([N+](=O)[O-])c2)n1 shows -9

Looked up by structure from the list above:
SMILES | Fh CTSL1 inh | HCV core dimer | PREPL inhibitor | TPT1 inh | EBNA-1 inhibitor | PP5 primary | Efflux pump inh | ZTA counter | PP1 inh
Cc1ccc(S(=O)(=O)Oc2cccc(N3C(=O)C4CC=CCC4C3=O)c2)cc1 (stereo not given) | -4 | -1 | 12 | -4 | 7 | 1.4 | -0.1 | 3 | 2
O=C(NCc1ccccc1)N(Cc1nc2ccccc2c(=O)[nH]1)C1CCCC1 | 4 | 4 | 11 | -1 | -4 | 2.2 | 0.2 | 9 | 0

Further results follow:
SMILES | Fh CTSL1 inh | HCV core dimer | PREPL inhibitor | TPT1 inh | EBNA-1 inhibitor | PP5 primary | Efflux pump inh | ZTA counter | PP1 inh
Cc1ccc(S(=O)(=O)NCC(=O)OC2CCOC2=O)cc1 (stereo not given) | -41 | -3 | 4 | -3 | 5 | 1.3 | 0.0 | -16 | -1
CC(C)CN(C(=O)COC(=O)CCCc1c[nH]c2ccccc12)c1c(N)n(Cc2ccccc2)c(=O)[nH]c1=O | -13 | 6 | -24 | 0 | 3 | 2.5 | -0.2 | 1 | 5
O=C1CSC(c2ccc(F)cc2)N1c1nc2ccccc2s1 (stereo not given) | 0 | 2 | -36 | 0 | -7 | 3.6 | 0.0 | 3 | 9
COc1ccc(C(=O)NCC(=O)OCC(=O)Nc2cccc(S(=O)(=O)N3CCCC3)c2)cc1 | -5 | -6 | 4 | 1 | 7 | 1.8 | 0.1 | 8 | -2
C#CCOCCOCCOCCNc1nc(N2CCN(C(=O)C([C@@H](C)CC)n3cc(C(N)COC(=O)C(F)(F)F)nn3)CC2)nc(N2CCN(C(=O)[C@H](CCCCN)n3cc(C(N)CC(C)C)nn3)CC2)n1 (stereo not given in full) | 33* | 3 | 18 | 0 | -9 | 0.3 | 0.1 | -6 | 8
COc1ccccc1NC(=O)COC(=O)c1oc2ccccc2c1C | -1 | 2 | 10 | -1 | -8 | 5.4 | 0.8 | -9 | -3
COc1ccc(C(=O)OCC(=O)N2CCOCC2)cc1S(=O)(=O)N1CCOCC1 | nt | nt | -4 | nt | nt | -0.7 | -0.1 | 4 | -2
CCC1CCc2sc(C(=O)NCC(c3ccc(OC)cc3)N3CCOCC3)cc2C1 (stereo not given) | nt | nt | -6 | nt | nt | 2.1 | -0.1 | -4 | 5
CC1=C(C(=O)OC2CCCCCC2)C(c2ccc(C)o2)C2=C(CCCC2=O)N1 (stereo not given) | 1 | 1 | 5 | -1 | 9 | 2.3 | -0.1 | 0 | -1
COc1ccc(NC(=O)c2cccs2)cc1C(=O)N1CCN(c2ccccc2)CC1 | 0 | 16 | 12 | 1 | 4 | 0.7 | 0.1 | 11 | -3
Cc1ccc(NC(=S)NNC(=O)c2ccco2)cc1 | 1 | -3 | 11 | 0 | -5 | 5.4 | -0.1 | -26 | -4
CC(C)C(=O)Nc1cccc(-c2cn3ccsc3n2)c1 | -1 | -5 | 1 | -2 | 7 | -1.3 | -0.2 | 24 | -1
CC(C)(C)C(=O)Cn1ncc(NC2CC2)c(Br)c1=O | -5 | 2 | -12 | -1 | 2 | 0.3 | -0.1 | 5 | -4
Cc1cccc(C)c1NC(=O)CSc1nc(N2CCOCC2)nc(N2CCOCC2)n1 | 4 | -4 | 15 | -3 | 4 | 1.9 | 0.0 | 0 | 1
Cc1cc(Cl)ccc1C(=O)C1CCCN(C(=O)c2n[nH]c3c2CCCC3)C1 (stereo not given) | -2 | 0 | 22 | -2 | 2 | 3.2 | -0.1 | -9 | 2
Cc1nn(CC(=O)N2CCc3ccccc3C2)c(C)c1Cl | -5 | 3 | 2 | 2 | 1 | 1.4 | -0.1 | 15 | -2
Cc1ccc(NC(=O)CSc2nnc(C)n2C2CC2)cc1S(=O)(=O)N1CCOCC1 | nt | nt | 4 | nt | nt | 0.3 | -0.1 | -2 | -2
CCCN(CC(=O)Nc1ccccc1OC)C(=O)c1ccc(S(=O)(=O)Nc2ccccc2)cc1 | 7 | 0 | -3 | 3 | -16 | -0.7 | 0.2 | 2 | -1
COc1cc(/C=N/NC(=O)Nc2ccccc2)ccc1OC(C)=O | -8 | 3 | 2 | -4 | -8 | 0.4 | -0.1 | -5 | -4
O=C(c1cc2ccccn2n1)N1CCN(c2cccc(C(F)(F)F)c2)CC1 | -1 | 1 | 8 | 1 | 7 | 0.9 | -0.5 | -4 | 3
NC1=NC(=O)/C(=C\c2cccs2)S1 | 5 | -9 | 10 | 4 | -3 | 0.7 | 0.0 | 6 | -1
COCCN(CCOC)c1ncc(Cl)c(C(=O)c2c(C)cc3ccccn23)n1 | 1 | 0 | 21 | 1 | 11 | 2.6 | -0.2 | -11 | 0
O=C(NC1CCN(Cc2ccccc2)CC1)c1ccccc1F | 2 | -3 | 5 | -2 | -1 | 3.4 | 0.0 | -13 | -3
CCOC(=O)C1(Cc2cccc(OC)c2)CCCN(CCO)C1 (stereo not given) | -4 | -37 | 6 | 5 | -4 | 4.0 | 0.2 | -12 | -14
CCOC(=O)N1CCN(CC(O)COC(CC)c2ccccc2)CC1 (stereo not given) | 2 | 1 | -1 | 3 | 1 | -1.1 | 0.0 | 10 | -8
COc1ccc(C2/C=C\CN(C(=O)NC(C)C)CC(=O)N2Cc2ccc(F)cc2)cc1 (stereo not given) | -1 | 1 | -2 | -1 | 1 | 0.0 | -0.1 | -9 | -2
Cc1ccc(NC(=O)CSCC(=O)NC2(C)CCS(=O)(=O)C2)cc1 (stereo not given) | nt | nt | 2 | nt | nt | -2.1 | 0.1 | 9 | 2
NC(=O)CC[C@@H]1NC(=O)[C@@H]2CCCN2C(=O)c2cc([N+](=O)[O-])cc(I)c2NCCCC[C@@H](C(=O)NC(CC(=O)O)C(N)=O)NC1=O (stereo not given in full) | 0 | -1 | 5 | 3 | 8 | -0.9 | -0.1 | 7 | 2
COc1cc(/C=N/NC(=O)COc2c(C)cc([N+](=O)[O-])cc2C)ccc1OC(=O)c1ccccc1Br | 3 | 37 | 14 | 1 | -3 | 2.2 | -0.2 | -4 | 21*
Cc1cccc(C(C)C)c1NC(=O)COC(=O)COc1ccc2c(C)cc(=O)oc2c1 | -7 | 2 | -2 | 2 | -5 | -0.9 | -0.1 | 7 | 3
COc1ccc(C(=O)Nn2c(C)nc3ccccc3c2=O)cc1 | -5 | -5 | 3 | -3 | 1 | -0.4 | -0.2 | 7 | 1
COc1ccc(NC2=NCCC2)cc1 | -3 | 1 | 8 | -3 | -2 | -0.5 | 0.0 | 4 | -2
O=C(CCSCCc1ccccn1)Nc1ccc(Br)cn1 | -1 | -2 | 13 | -1 | 7 | -0.8 | -0.3 | -6 | 0
Cc1cccc(NC(=S)Nc2ccc3cn[nH]c3c2)c1 | 0 | -1 | -3 | -1 | -4 | -1.7 | -0.1 | -2 | -4
CCCCOC(=O)Nc1nc2ccc([N+](=O)[O-])cc2s1 | -1 | 2 | -10 | -2 | 6 | 0.2 | 0.8 | 5 | 0
COc1ccccc1C(=O)NCc1nnc(SC(C)C(=O)Nc2nccs2)n1C (stereo not given) | -3 | -5 | -9 | 2 | -15 | -1.6 | 0.6 | -16 | 4
Cc1c(NC2=CC(=O)CC(C)(C)C2)c(=O)n(-c2ccccc2)n1C | 2 | -2 | 3 | -1 | 7 | -2.0 | -0.3 | 0 | -4
C=CCOc1ccc(/C(O)=C2/C(=O)C(=O)N(CCCN3CCOCC3)C2c2ccc(OC)cc2)cc1 (stereo not given) | -4 | 4 | 1 | -1 | -7 | 1.2 | -0.1 | -37 | 4
CCc1nnc(NS(=O)(=O)c2ccc(NCc3cc(Br)ccc3O)cc2)s1 | -2 | 7 | 11 | 0 | 1 | -2.1 | 0.1 | 8 | -2
CC(=O)C1=C(c2ccccc2)NC(=S)NC1c1ccc(O)c(O)c1 (stereo not given) | 5 | 2 | 11 | -1 | -5 | 0.9 | -0.1 | -6 | 0
CCCn1c(SCC(=O)C(C)(C)C)nc2ccccc21 | 1 | -6 | 6 | -3 | 4 | 4.2 | 0.0 | -22 | 2
CCOc1ccc(CCNC(=O)CSc2nc3ncc(Cl)cc3[nH]2)cc1OCC | -5 | 12 | -2 | 3 | -9 | 1.5 | 4.9 | 5 | -10
